Compound activity from PubChem.
M18AAP inhibitor: PfM18AAP enzyme inhibition | recombinant PfM18AAP, H-Glu-NHMec fluorogenic cleavage | inhibition, % at 7.35 µM | 1.2% of 290,000 active | AID 1822;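 active = inhibition above the campaign mean inhibition over all tested compounds plus 3 SD, cut at about 28% in these data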;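 also: 0% = plate median of test compound wells and 100% = 2 mM ZnCl2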
VIM-2 inh: inhibitors of Pseudomonas aeruginosa VIM-2 metallo-beta-lactamase. purified VIM-2, nitrocefin hydrolysis, epi-absorbance fluorescence. inhibition, % at 5.6 µM. 0.89% of 290,000 active;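 active = inhibition above the mean of all tested compounds plus 3 SD, cutoff set per screening run, cut at about 7.5% in these data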;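 also: red hydrolysis product quenches plate fluorescence so inhibitors raise well fluorescence; 0% = enzyme with DMSO and 100% = DMSO without enzyme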
GPR7 antag: antagonists of human GPR7 (neuropeptides B/W receptor 1); P48145; GPR7-expressing cells, fluorescence antagonist assay; inhibition, % at 4.4 µM; 1.1% of 290,000 active; in the data active = inhibition above about 16%, passing the limit was not always enough;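 also: cells stimulated with the agonist NPW; 0% = agonist with vehicle and 100% = vehicle without agonist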
Target sequence (P48145 whole entry, looked up): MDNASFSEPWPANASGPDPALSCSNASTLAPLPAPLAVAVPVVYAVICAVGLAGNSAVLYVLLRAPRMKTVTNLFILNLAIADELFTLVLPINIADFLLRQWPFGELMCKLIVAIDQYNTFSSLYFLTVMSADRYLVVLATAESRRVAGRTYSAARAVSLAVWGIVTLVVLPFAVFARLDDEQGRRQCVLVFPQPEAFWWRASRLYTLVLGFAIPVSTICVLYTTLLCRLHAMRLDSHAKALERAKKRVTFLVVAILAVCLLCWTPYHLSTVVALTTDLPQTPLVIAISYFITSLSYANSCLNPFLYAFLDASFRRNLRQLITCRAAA
NALP1 yeast inh: NALP1 inhibition | S. cerevisiae NALP1/ASC/caspase-1 growth, X-gal OD620, 72 h | inhibition, % at 10 µM | 0.61% of 280,000 active; in the data active = inhibition mostly above about 24%, no sharp cut-off; inactive = mostly below about 32%; also: some compounds called inactive have numbers as strong as hits
IDE inh: inhibits human insulin-degrading enzyme in HEK cells; P14735; FAbetaB cleavage, fluorescence polarization; inhibition, % at 5.59 µM; 0.41% of 320,000 active;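 active = percent inhibition above the average of all tested compounds plus 3 SD, set per screening campaign, cut at about 16% in these data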;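 also: IDE supplied by intact live HEK cells; FP after avidin binding of uncleaved biotin substrate so inhibition keeps polarization high; 0% = DMSO wells and 100% = 60 µM reference IDE inhibitor Ii1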
IDE cell activ: activators of human insulin-degrading enzyme in cells | P14735 | HEK cells, FAbeta-B cleavage, fluorescence polarization; 0% vehicle, 100% cell-free pure enzyme wells | activation, % at 5.96 µM | 0.073% of 340,000 active | AID 493087;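 active = activation above the mean of all tested compounds plus 3 SD, set per screening campaign, cut at about 17% in these data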
IMP-1 inhibitor: inhibitors of Pseudomonas aeruginosa IMP-1 metallo-beta-lactamase; purified IMP-1, nitrocefin hydrolysis, epi-absorbance fluorescence; inhibition, % at 5.6 µM; 0.45% of 290,000 active; AID 1556;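 active = inhibition above the mean plus 3 SD of all compounds in the same screening run, cut at about 4.5% in these data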;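 also: 0% = IMP-1 with DMSO and 100% = DMSO wells lacking enzyme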
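Test system: recombinant IMP-1 enzyme, purified / Medium: HEPES buffer pH 7.1 with ZnSO4 and Brij 35 / Doses: single dose, 5.6 µM / Times: 25 °C, 15 min preincubation, 25 min reaction / Detection: Epi-absorbance via hydrolysed-nitrocefin quenching of white-plate fluorescence, 480/530 nm, EDTA stop / Evaluation: percent inhibition from optical density relative to buffer-blank wells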
PHOSPHO1 inh: blocks human PHOSPHO1 phosphatase activity | 1.1% of 290,000 active | inhibition, % at 13.3 µM | AID 1565 | Q8TCT1 | recombinant PHOSPHO1, absorbance phosphatase assay; in the data active = inhibition above about 60%
Target sequence (Q8TCT1 whole entry, looked up): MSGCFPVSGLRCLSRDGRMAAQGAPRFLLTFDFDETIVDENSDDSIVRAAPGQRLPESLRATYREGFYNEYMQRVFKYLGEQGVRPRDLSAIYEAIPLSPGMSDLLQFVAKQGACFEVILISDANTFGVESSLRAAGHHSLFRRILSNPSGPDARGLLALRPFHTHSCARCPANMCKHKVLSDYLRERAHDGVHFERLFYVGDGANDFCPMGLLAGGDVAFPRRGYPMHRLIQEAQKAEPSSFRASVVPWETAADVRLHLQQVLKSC
p-CIP stab down: compounds decreasing mouse p/CIP protein stability; 0.01% of 290,000 active; F442A p/CIP-EGFP cells, EGFP fluorescence, 16 h; Q05BA5; decrease of EGFP signal, % at 10 µM;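 active = EGFP signal decrease of at least 30% at 10 µM or well 3 SD below plate mean, unless failing retest; inactive = the rest, including hits failing retest or dose response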; also: some compounds called inactive have numbers as strong as hits; many of its hits are not listed in these tables
* hit, by the source's call. No enrichment for hits (roughly 5.3% active in at least one column).

Start of the listing, in advance:
What do the screens show for `O=C(c1ccc(Cl)cc1)N1N=CCC1(O)c1ccc(Cl)cc1` (configuration not stated)?
M18AAP inhibitor: -10; VIM-2 inh: -2.1; GPR7 antag: -2; NALP1 yeast inh: -6; IDE inh: 4; IDE cell activ: 1; IMP-1 inhibitor: -0.1; PHOSPHO1 inh: 39; p-CIP stab down: -6

Results for CCSc1nnc2nc3[nH]c4c(C)cccc4c3nn12 ?
M18AAP inhibitor: -7; VIM-2 inh: 3.0; GPR7 antag: -9; NALP1 yeast inh: 2; IDE inh: 2; IMP-1 inhibitor: 0.0; PHOSPHO1 inh: 11; p-CIP stab down: 1

Main list, from the first entry:
What do the screens show for `O=C(c1ccc(Cl)cc1)N1N=CCC1(O)c1ccc(Cl)cc1` (configuration not stated)?
M18AAP inhibitor: -10; VIM-2 inh: -2.1; GPR7 antag: -2; NALP1 yeast inh: -6; IDE inh: 4; IDE cell activ: 1; IMP-1 inhibitor: -0.1; PHOSPHO1 inh: 39; p-CIP stab down: -6

Results for CCSc1nnc2nc3[nH]c4c(C)cccc4c3nn12 ?
M18AAP inhibitor: -7; VIM-2 inh: 3.0; GPR7 antag: -9; NALP1 yeast inh: 2; IDE inh: 2; IMP-1 inhibitor: 0.0; PHOSPHO1 inh: 11; p-CIP stab down: 1

How did COc1ccc(C(=O)Nc2cccnc2Sc2ccc(Cl)cc2)cc1 do in these assays?
M18AAP inhibitor: 2; VIM-2 inh: -2.2; GPR7 antag: -12; NALP1 yeast inh: -5; IDE inh: -6; IMP-1 inhibitor: -3.7; PHOSPHO1 inh: 7; p-CIP stab down: 0

Results for Cc1ccccc1C(=O)Nc1nnc(CC(=O)N/N=C/c2ccco2)s1 ?
M18AAP inhibitor: 4; VIM-2 inh: -3.2; GPR7 antag: -1; IDE inh: -2; IDE cell activ: -1; IMP-1 inhibitor: -2.5; PHOSPHO1 inh: 16; p-CIP stab down: 2

What do the screens show for `CCCCOc1ccc(-c2c(C#N)c(N)nc(SCC(N)=O)c2C#N)cc1`?
M18AAP inhibitor: 5; VIM-2 inh: -2.5; GPR7 antag: -11; NALP1 yeast inh: 34; IDE inh: -1; IDE cell activ: -2; IMP-1 inhibitor: -0.5; PHOSPHO1 inh: -3; p-CIP stab down: -2

What do the screens show for `COc1ccc(N(Cc2cc3cc(C)ccc3[nH]c2=O)C(C)=O)cc1`?
M18AAP inhibitor: 2; VIM-2 inh: -2.6; GPR7 antag: -5; NALP1 yeast inh: 0; IDE inh: 3; IDE cell activ: 4; IMP-1 inhibitor: -1.5; PHOSPHO1 inh: 52; p-CIP stab down: 0

How did Cc1ccc(C(C(=O)NC2CCCC2)N(Cc2ccc(F)cc2)C(=O)c2csnn2)o1 (configuration not stated) do in these assays?
M18AAP inhibitor: 9; VIM-2 inh: -5.0; GPR7 antag: 7; NALP1 yeast inh: 6; IDE inh: 0; IDE cell activ: 0; IMP-1 inhibitor: -0.1; PHOSPHO1 inh: 26; p-CIP stab down: 3

What do the screens show for `CN(C)/C=C(\c1cnc(Cl)s1)S(=O)(=O)c1ccccc1`?
M18AAP inhibitor: 1; VIM-2 inh: 1.4; GPR7 antag: 11; NALP1 yeast inh: -3; IDE inh: 3; IDE cell activ: -1; IMP-1 inhibitor: -0.3; PHOSPHO1 inh: 33; p-CIP stab down: 4

Results for O=C(Cc1ccccc1Cl)N1CCN(c2ccccn2)CC1 ?
M18AAP inhibitor: -5; VIM-2 inh: 0.0; GPR7 antag: -8; NALP1 yeast inh: -3; IDE inh: 0; IDE cell activ: 5; IMP-1 inhibitor: 0.3; PHOSPHO1 inh: 15; p-CIP stab down: -4

Results for O=C(CCN1C(=O)/C(=C/c2ccccc2Cl)SC1=S)NC1C=CS(=O)(=O)C1 (configuration not stated) ?
M18AAP inhibitor: 9; VIM-2 inh: 1.6; GPR7 antag: -14; NALP1 yeast inh: 15; IDE inh: 4; IDE cell activ: 1; IMP-1 inhibitor: -0.7; PHOSPHO1 inh: 45; p-CIP stab down: 1

Results for Cc1noc2ncnc(Sc3ccc(Cl)cc3)c12 ?
M18AAP inhibitor: -5; VIM-2 inh: -5.3; GPR7 antag: -5; NALP1 yeast inh: 26; IDE inh: 5; IDE cell activ: 5; IMP-1 inhibitor: -3.5; PHOSPHO1 inh: -36; p-CIP stab down: -5

Results for O=C(CSc1ncccn1)NN=C1CCCCCCC1 ?
M18AAP inhibitor: 5; VIM-2 inh: -3.8; GPR7 antag: -1; NALP1 yeast inh: -8; IDE inh: -4; IDE cell activ: 5; IMP-1 inhibitor: -3.9; PHOSPHO1 inh: 30; p-CIP stab down: 2

What do the screens show for `CCCCCCCn1c(=O)c(C(=O)OC)c(N)c2ccccc21`?
M18AAP inhibitor: -5; VIM-2 inh: -0.9; GPR7 antag: -5; NALP1 yeast inh: 10; IDE inh: 6; IDE cell activ: 7; IMP-1 inhibitor: -2.7; PHOSPHO1 inh: 8; p-CIP stab down: -14

How did COc1cccc(-c2noc(-c3ccc4c(c3)OCO4)n2)c1 do in these assays?
M18AAP inhibitor: 8; VIM-2 inh: 1.0; GPR7 antag: -2; NALP1 yeast inh: 22; IDE inh: 0; IDE cell activ: 6; IMP-1 inhibitor: -4.4; PHOSPHO1 inh: 13; p-CIP stab down: -10

What do the screens show for `COC(=O)C1=C(C)N(Cc2ccco2)C(=O)C1`?
M18AAP inhibitor: -3; VIM-2 inh: -4.0; GPR7 antag: -3; NALP1 yeast inh: 9; IDE inh: 3; IDE cell activ: 0; IMP-1 inhibitor: -2.0; PHOSPHO1 inh: 5; p-CIP stab down: 8

Results for S=C(NCc1ccco1)N1CCN(c2nc(-c3ccc(Cl)cc3)cs2)CC1 ?
M18AAP inhibitor: 7; VIM-2 inh: -5.2; GPR7 antag: -6; NALP1 yeast inh: -2; IDE inh: 22*; IDE cell activ: -14; IMP-1 inhibitor: -4.2; PHOSPHO1 inh: -23; p-CIP stab down: 3

Results for CCSC1=C(C#N)C(c2ccc(C)s2)CC(=O)N1 (configuration not stated) ?
M18AAP inhibitor: -4; VIM-2 inh: -1.6; GPR7 antag: -1; NALP1 yeast inh: 28; IDE inh: -2; IDE cell activ: -4; IMP-1 inhibitor: -4.0; PHOSPHO1 inh: -1; p-CIP stab down: -126

How did Cn1cccc1CC(=O)NNC(=S)Nc1ccc(Cl)cc1 do in these assays?
M18AAP inhibitor: -1; VIM-2 inh: -4.0; GPR7 antag: -15; NALP1 yeast inh: 7; IDE inh: 5; IDE cell activ: 1; IMP-1 inhibitor: -2.8; PHOSPHO1 inh: 30; p-CIP stab down: 6

Results for COc1cc(NC(=O)c2ccccc2[N+](=O)[O-])ccc1NC(=O)C(C)C ?
M18AAP inhibitor: -1; VIM-2 inh: -2.5; GPR7 antag: -13; NALP1 yeast inh: 27; IDE inh: 0; IDE cell activ: 2; IMP-1 inhibitor: -3.3; PHOSPHO1 inh: -14; p-CIP stab down: -16

What do the screens show for `COc1cccc(NC(=O)N2CCCC2C(=O)NC(C)C)c1` (configuration not stated)?
M18AAP inhibitor: 9; VIM-2 inh: -2.8; GPR7 antag: -15; NALP1 yeast inh: 33; IDE inh: 5; IDE cell activ: 9; IMP-1 inhibitor: -3.4; PHOSPHO1 inh: -17; p-CIP stab down: -5

Results for Cc1cc(S(=O)(=O)n2[nH]c(=O)c(CCO)c2C)c(Cl)cc1Cl ?
M18AAP inhibitor: -12; VIM-2 inh: 1.2; GPR7 antag: -2; NALP1 yeast inh: 15; IDE inh: -1; IDE cell activ: 7; IMP-1 inhibitor: 2.9; PHOSPHO1 inh: 48; p-CIP stab down: 2

How did O=C(CSc1ncnc2sc(-c3ccccc3)cc12)NC1CCS(=O)(=O)C1 (configuration not stated) do in these assays?
M18AAP inhibitor: -1; VIM-2 inh: -0.6; GPR7 antag: -17; NALP1 yeast inh: 2; IDE inh: 7; IDE cell activ: -2; IMP-1 inhibitor: 0.8; PHOSPHO1 inh: 38; p-CIP stab down: -3

Results for Clc1ccccc1CNc1ncnc2nc[nH]c12 ?
M18AAP inhibitor: 0; VIM-2 inh: -4.8; GPR7 antag: 5; NALP1 yeast inh: 21; IDE inh: 4; IDE cell activ: -3; IMP-1 inhibitor: -2.6; PHOSPHO1 inh: -3; p-CIP stab down: -29

How did CCc1ccc(-n2c(C)cc(/C=N/NC(=O)OC)c2C)cc1 do in these assays?
M18AAP inhibitor: -3; VIM-2 inh: -3.2; GPR7 antag: 2; NALP1 yeast inh: 28; IDE inh: -1; IDE cell activ: -3; IMP-1 inhibitor: -2.7; PHOSPHO1 inh: -10; p-CIP stab down: -10

Results for O=C(NCCc1ccc(Cl)cc1)C1CCCN(S(=O)(=O)N2CCCCCC2)C1 (configuration not stated) ?
M18AAP inhibitor: 1; VIM-2 inh: -2.0; GPR7 antag: 20; NALP1 yeast inh: -5; IDE inh: 3; IDE cell activ: 4; IMP-1 inhibitor: -2.3; PHOSPHO1 inh: 30; p-CIP stab down: -12

How did Fc1ccc(-c2n[nH]c(=S)c3ccccc23)cc1 do in these assays?
M18AAP inhibitor: 5; VIM-2 inh: -1.9; GPR7 antag: -20; NALP1 yeast inh: 11; IDE inh: 7; IDE cell activ: -7; IMP-1 inhibitor: -3.1; PHOSPHO1 inh: -4; p-CIP stab down: -5

How did CCCC1(CCC)NC(=O)N(CC(=O)Nc2cccc(OC)c2)C1=O do in these assays?
M18AAP inhibitor: 2; VIM-2 inh: -4.2; GPR7 antag: -11; NALP1 yeast inh: 0; IDE inh: 3; IDE cell activ: 1; IMP-1 inhibitor: -2.2; PHOSPHO1 inh: -5; p-CIP stab down: -20

Results for CCOC(=O)c1cc(NC(=O)c2c(C)noc2C)cc(C(=O)OCC)c1 ?
M18AAP inhibitor: 2; VIM-2 inh: -1.4; GPR7 antag: -12; NALP1 yeast inh: 6; IDE inh: 0; IDE cell activ: -2; IMP-1 inhibitor: -1.9; PHOSPHO1 inh: -18; p-CIP stab down: 7

What do the screens show for `N#Cc1nc(-c2ccccc2Cl)oc1N1CCCCC1`?
M18AAP inhibitor: 2; VIM-2 inh: -0.8; GPR7 antag: -2; NALP1 yeast inh: 3; IDE inh: 3; IDE cell activ: 3; IMP-1 inhibitor: -2.5; PHOSPHO1 inh: 3; p-CIP stab down: 10

Results for O=C1CCN(CCc2ccccc2)CCN1CCO ?
M18AAP inhibitor: -3; VIM-2 inh: -0.2; GPR7 antag: -1; NALP1 yeast inh: -6; IDE inh: -3; IDE cell activ: 5; IMP-1 inhibitor: -3.2; PHOSPHO1 inh: 4; p-CIP stab down: -9

How did C[C@H](N)c1nnc(SCC(=O)N(C)C)o1 do in these assays?
M18AAP inhibitor: -9; VIM-2 inh: -4.3; GPR7 antag: -13; NALP1 yeast inh: 18; IDE inh: -3; IDE cell activ: 3; IMP-1 inhibitor: -2.5; PHOSPHO1 inh: 10; p-CIP stab down: -12

What do the screens show for `CCCn1nc(NC(=O)C2CCCO2)c2cc3ccc(C)cc3nc21` (configuration not stated)?
M18AAP inhibitor: 4; VIM-2 inh: -0.1; GPR7 antag: 10; NALP1 yeast inh: 1; IDE inh: 6; IDE cell activ: 9; IMP-1 inhibitor: -2.5; PHOSPHO1 inh: 2; p-CIP stab down: 8

What do the screens show for `CC(C)CC[n+]1ccccc1/C=C/c1ccc(N(C)C)cc1`?
M18AAP inhibitor: 14; VIM-2 inh: -0.5; GPR7 antag: 76*; NALP1 yeast inh: 0; IDE inh: 37*; IDE cell activ: -12; IMP-1 inhibitor: -4.0; PHOSPHO1 inh: 14; p-CIP stab down: -655
